Screening results deposited in PubChem BioAssay by The Scripps Research Institute Molecular Screening Center.
PME-1 primary: PME-1 (human) inhibition | 0.53% of 320,000 active | recombinant PME-1, FP-Rh probe fluorescence polarization | Q9Y570 | inhibition, % at 5.9 µM;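 active = inhibition above the campaign mean of all compounds plus 3 SD, cut at about 26% in these data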;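 also: competitive labeling of PME-1 active site by serine hydrolase directed probe; 0% = PME-1 with DMSO and 100% = wells lacking PME-1 enzyme; inhibitors block probe labeling so polarization falls and inhibition rises; many of its hits are not listed in these tables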
Fam108B counter: blocks mouse Fam108B hydrolase in RBBP9 counter-screen; recombinant Fam108B, FP-Rh probe fluorescence polarization; inhibition, % at 9.51 µM; 0.33% of 300,000 active;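 active = inhibition above the screen mean inhibition plus 3 SD, computed separately per campaign, cut at about 18% in these data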;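 also: inhibitors lower polarization as less probe binds the enzyme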
PAD4 FP inh: blocks human protein arginine deiminase 4; Q9UM07; recombinant PAD4, RCA probe fluorescence polarization; inhibition, % at 6.36 µM; 0.41% of 330,000 active;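 active = percent inhibition above a cutoff equal to the mean of all tested compounds plus 3 SD, cut at about 15% in these data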;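 also: 0% = PAD4 with RCA probe and DMSO and 100% = probe without PAD4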
pPAFAH FP inh: inhibitors of human plasma PAF acetylhydrolase (pPAFAH) | inhibition, % at 3.39 µM | Q13093 | AID 463082 | recombinant pPAFAH, FP-rhodamine probe fluorescence polarization | 1.5% of 330,000 active;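 active = inhibition above the mean inhibition across the screen plus 3 SD, cut at about 25% in these data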;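 also: inhibitors block binding of the rhodamine activity-based probe so polarization drops; 0% = enzyme with DMSO and 100% = wells lacking pPAFAH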
Target sequence (Q13093 whole entry, looked up): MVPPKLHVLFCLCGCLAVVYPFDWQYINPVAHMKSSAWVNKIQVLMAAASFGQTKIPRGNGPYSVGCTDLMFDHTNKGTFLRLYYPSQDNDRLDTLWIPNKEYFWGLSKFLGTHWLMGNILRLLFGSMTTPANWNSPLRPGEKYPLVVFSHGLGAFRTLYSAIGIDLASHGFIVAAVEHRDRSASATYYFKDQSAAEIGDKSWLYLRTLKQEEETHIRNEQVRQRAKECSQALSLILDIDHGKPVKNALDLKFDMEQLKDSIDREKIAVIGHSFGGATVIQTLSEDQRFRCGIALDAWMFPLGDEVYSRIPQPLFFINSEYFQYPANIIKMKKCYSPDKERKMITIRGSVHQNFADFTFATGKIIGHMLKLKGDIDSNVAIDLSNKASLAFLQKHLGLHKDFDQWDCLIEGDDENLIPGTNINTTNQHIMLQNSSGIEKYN
LYPLA1 inh: blocks human lysophospholipase 1, a PME1 counter-screen. O75608. recombinant LYPLA1, FP-Rh probe fluorescence polarization. inhibition, % at 5.9 µM. 0.16% of 320,000 active. AID 2174;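 active = inhibition above the mean of all tested compounds plus 3 SD, set per campaign, cut at about 14% in these data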;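 also: inhibitors block serine hydrolase probe labeling of LYPLA1 so polarization falls; 0% = enzyme with DMSO and 100% = wells lacking LYPLA1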
PAFAH1B3 inh: PAFAH1B3 (human) inhibition | Q15102 | 0.28% of 340,000 active | inhibition, % at 3.39 µM | recombinant PAFAH1B3, FP-rhodamine probe, fluorescence polarization;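 active = inhibition above the screen-wide average of all tested compounds plus 3 SD, cut at about 25% in these data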;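 also: 0% = enzyme with DMSO only and 100% = wells lacking PAFAH1B3 protein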
PAFAH1B2 inh: inhibitors of human PAFAH1B2. recombinant PAFAH1B2, FP-rhodamine activity probe, fluorescence polarization. inhibition, % at 3.39 µM. 1.2% of 340,000 active. AID 492953;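 active = inhibition above the mean of all tested compounds plus 3 SD, cut at about 24% in these data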;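 also: 0% = enzyme with DMSO and 100% = wells lacking PAFAH1B2; many of its hits are not listed in these tables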
Target sequence (P68402 whole entry, looked up): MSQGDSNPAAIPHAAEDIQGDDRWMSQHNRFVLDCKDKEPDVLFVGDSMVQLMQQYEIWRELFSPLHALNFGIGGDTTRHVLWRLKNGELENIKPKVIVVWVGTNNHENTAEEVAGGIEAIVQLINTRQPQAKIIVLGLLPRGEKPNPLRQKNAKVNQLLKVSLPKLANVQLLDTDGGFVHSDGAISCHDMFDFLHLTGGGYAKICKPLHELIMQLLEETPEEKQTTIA
GSTO1 counter: GSTO1 inhibition, counter-screen for RBBP9 inhibitors | AID 1974 | inhibition, % at 5.96 µM | recombinant GSTO1, activity-based probe fluorescence polarization | 1.1% of 300,000 active | P78417;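 active = inhibition above the campaign mean inhibition plus 3 SD, cut at about 35% in these data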;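 also: 0% = GSTO1-1 with DMSO and 100% = wells lacking GSTO1-1 enzyme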
Target sequence (P78417 whole entry, looked up): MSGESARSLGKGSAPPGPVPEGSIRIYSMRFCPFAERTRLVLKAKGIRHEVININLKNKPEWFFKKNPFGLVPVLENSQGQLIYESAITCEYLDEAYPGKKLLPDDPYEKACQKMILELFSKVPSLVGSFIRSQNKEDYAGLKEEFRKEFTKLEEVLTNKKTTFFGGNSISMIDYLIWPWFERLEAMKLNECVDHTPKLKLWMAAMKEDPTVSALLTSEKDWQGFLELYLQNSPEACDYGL
PAFAH2 FP inh: inhibitors of human PAFAH2 | recombinant PAFAH2, FP-rhodamine activity probe, fluorescence polarization | inhibition, % at 3.39 µM | 0.99% of 340,000 active | AID 492956;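 active = inhibition above the mean over all tested compounds plus 3 SD, cut at about 30% in these data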;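 also: inhibitors block probe labeling of enzyme so polarization drops; 0% = enzyme with DMSO and 100% = wells lacking PAFAH2 protein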
* = called active by the depositor; x = not tested or not shown. Only part of the results is shown; count on the stated rates, not on these rows.

SMILES	PME-1 primary	Fam108B counter	PAD4 FP inh	pPAFAH FP inh	LYPLA1 inh	PAFAH1B3 inh	PAFAH1B2 inh	GSTO1 counter	PAFAH2 FP inh
O=C(NCCN1C(=O)C2C3C=CC(C3)C2C1=O)Nc1ccccn1 (centres undefined)	5	-5	5	5	-2	-1	-2	-2	1
COc1ccc(C2CC(c3ccccc3Cl)Nc3ncnn32)cc1OC (centres undefined)	-1	5	-1	6	0	7	-1	1	0
COCCCNC(=O)CCC(=O)NNc1nc2ccccc2c2nc(-c3ccccc3)nn12	-9	4	2	-12	-1	5	0	-7	-5
O=C(/C=C/c1ccccc1)C1=C(O)C(=O)N(CCO)C1c1ccccc1[N+](=O)[O-] (centres undefined)	3	2	24*	-1	-1	4	0	7	8
CCN(c1ccc(NC(=O)COC(=O)c2ccc(C)s2)cc1)C(C)C	6	6	-4	18	2	5	-1	18	46*
O=c1[nH]c2c(s1)C(c1ccccc1)C1C3CCC(C3)C1S2 (centres undefined)	10	5	-4	12	4	9	41*	-9	-1
Cc1ccc(SCC(=O)Nc2ncc(C)s2)cc1	4	-4	-2	-1	0	2	26*	0	7
CCCCC#Cc1ccc(C(=O)NNC(=O)Nc2ccccc2)o1	-13	-9	-10	-1	-5	-3	0	-2	-5
Cc1ccc(C(c2nnnn2CS(=O)(=O)c2ccc(C)cc2)N2CCCC2)cc1 (centres undefined)	-5	4	1	1	5	-10	0	-5	-6
COc1ccc(C(=O)n2nc(-c3ccccc3)nc2N)cc1OC	4	-1	-1	-1	-3	4	-1	8	9
COc1ccc(C(=O)COC(=O)c2c(C)noc2C)cc1Cl	x	x	-7	0	x	2	5	x	2
COc1ccc(OCCOC(=O)c2cccc(-n3cnnn3)c2)cc1	10	-1	3	4	0	3	-1	9	5
C=C1CCN([C@H](C(=O)NCc2ccccc2)C(C)C)S(=O)(=O)c2ccccc21	1	0	2	2	3	8	-2	-1	14
COCCn1c(SCC(=O)c2ccccc2)nc2c(c1=O)SCC2	-3	-1	-5	4	2	4	3	2	2
CCOC(=O)c1c(-c2ccc(F)cc2)cn2ccccc12	2	7	-5	6	0	9	-5	-7	-6
O=[N+]([O-])c1cccc(NC(=S)NCc2ccncc2)c1	1	8	-9	1	1	13	4	6	7
NC(=O)C(Cc1ccccc1)NS(=O)(=O)c1ccc(N2CCCC2=O)cc1 (centres undefined)	1	2	3	2	-2	11	-2	5	2
Cc1ccc(S(=O)(=O)N2CCN(C(=O)COC(=O)c3ccccc3Cl)CC2)c(C)c1	12	x	5	-1	-2	3	-3	x	11
CC1Sc2ccc(S(=O)(=O)N3CCC(C(=O)Nc4cccc(Cl)c4)CC3)cc2NC1=O (centres undefined)	-8	-4	-12	-1	-17	-6	3	-14	-11
COc1cc(-c2noc(CCCC(=O)Nc3cccnc3)n2)cc(OC)c1OC	-4	-2	-6	4	1	6	4	0	-6
O=C(Cc1cccs1)Nc1nnc(-c2ccc(F)cc2)s1	-4	8	4	1	3	4	8	-10	2
Cn1nnnc1SCCNCc1ccc(Cl)cc1	4	-1	0	-2	-1	-1	3	7	2
NC(=O)C[C@H](NC(=O)c1ccc(Cl)cc1)C(=O)OCc1ccccc1	x	x	4	2	x	6	3	x	-4
Cc1onc(-c2c(F)cccc2Cl)c1C(=O)N(C)CC(=O)Nc1cccc(F)c1	0	-5	0	3	-5	2	4	7	-9
C[N+](C)(C)CCCCCC(=O)/C=N/O	1	-1	1	4	3	7	3	3	2
SMILES	PME-1 primary	Fam108B counter	PAD4 FP inh	pPAFAH FP inh	LYPLA1 inh	PAFAH1B3 inh	PAFAH1B2 inh	GSTO1 counter	PAFAH2 FP inh
CC(=O)NC1C(OCc2ccccc2)OC(CO)C(OC(C)=O)C1OC(C)=O (centres undefined)	-3	9	1	3	-2	8	1	7	4
COc1ccc(C(=O)NCCNc2nc3ccc(C)cc3cc2C#N)cc1	2	-3	0	-1	-3	-1	6	7	-1
CCOc1cc2c(cc1/C=C1/NC(=O)N(CC(=O)OC)C1=O)OCO2	-1	9	6	-4	-2	6	3	-2	-3
CCOC(=O)N1CCN(C(=O)C2CCCN(S(=O)(=O)c3c(C)cc(C)cc3C)C2)CC1 (centres undefined)	9	1	-2	3	-3	8	-1	1	-1
Cc1nn(Cc2ccc(F)cc2)c(C)c1NC(=O)c1cc(-c2ccco2)on1	-10	-2	-30	-2	4	-33	-7	-9	3
COc1ccc2oc(C(=O)N(C)Cc3ccc4c(c3)OCCO4)c(C)c2c1	6	0	-2	10	4	10	3	5	-1
COc1cc(/C=N/NC(=O)COc2cc(C)cc(C)c2)ccc1OS(=O)(=O)c1ccc(C)cc1	-45	-37	-4	-20	-28	-36	-19	-1	-43
CS(=O)(=O)N(CC(=O)N1CCCCC1)C1CCCCC1	3	-2	0	3	-1	6	4	-1	3
COc1ccc(/C(O)=C2/C(=O)C(=O)N(CCCC(=O)O)C2c2ccc(OC)cc2)cc1 (centres undefined)	-3	0	-1	0	-4	4	4	6	-1
O=C(CNC(=O)N1CC(=O)Nc2ccccc21)NCc1ccc(Cl)cc1	16	-1	-1	2	0	5	7	2	3
COc1cccc(/C=N/n2c(-c3cc(C)[nH]n3)n[nH]c2=S)c1	-1	2	2	-2	1	4	5	-1	4
O=C(c1ccc(Cn2c(=S)[nH]c3ccc(N4CCOCC4)cc3c2=O)cc1)N1CCC(N2CCCCC2)CC1	-7	5	-5	7	-1	2	3	10	-4
COc1ccc(/C=N/NC(=O)c2sc(C)nc2C)cc1	-2	-8	-12	-8	-1	2	6	-6	5
O=C(COC(=O)C12CC3CC(CC(C3)C1)C2)Nc1ccc([N+](=O)[O-])cc1Cl	1	0	0	2	-2	4	5	3	5
Cc1cc(C)nc(NC(=O)c2ccc(C)c([N+](=O)[O-])c2)n1	-6	-3	-5	-4	1	2	6	7	1
CN1C(=O)Cc2cc(S(=O)(=O)NCCc3ccccc3)ccc21	-7	-1	-2	4	-8	4	0	16	-5
CC(=O)[C@@H]1[C@@H](C)N(Cc2ccccc2)C(=O)N[C@H]1c1ccccc1	-4	1	1	1	1	3	-2	2	4
COc1ccc(N2CCN(C(=O)CCS(=O)(=O)c3ccc(C)cc3)CC2)cc1	-1	1	3	-2	0	0	-4	2	-4
CC(C)Nc1ccc(-n2nc3ccccc3[n+]2[O-])cc1	1	2	-1	0	-1	5	-4	0	-2
O=C(CSc1nc2ccccc2c(=O)n1Cc1ccco1)N1CCCCCC1	-2	1	0	0	-1	7	0	-4	3
CC1(C)CC(=O)C(=Cc2cn(CCC#N)nc2-c2ccc(Cl)cc2)C(=O)C1	-3	2	-1	2	-2	-2	3	1	10
CC(=O)Nc1cccc(Oc2ncnc3scc(-c4ccc(C(C)C)cc4)c23)c1	-36	-29	-6	-14	-28	-5	1	-19	-14
NC(=O)C1CCN(CCC(=O)Nc2cccc(Cl)c2)CC1	-2	-1	-2	8	-1	2	4	4	-2
COC(=O)C1=C[C@@H](C(=O)OC)C2C3=C(C(=O)C24CCCCC4)[C@H](C)n2c(=O)n(C)c(=O)n2[C@@H]3C1 (some centres undefined)	1	-2	3	4	0	7	8	2	-13
CN(C)c1ccc(N=Nc2ccccc2C(=O)OCC(=O)NCC2CCCCC2)cc1	9	4	1	18	-5	1	3	-1	3

One compound at a time (already shown):
`CC1Sc2ccc(S(=O)(=O)N3CCC(C(=O)Nc4cccc(Cl)c4)CC3)cc2NC1=O` (centres undefined) is entered as PME-1 primary: -8; Fam108B counter: -4; PAD4 FP inh: -12; pPAFAH FP inh: -1; LYPLA1 inh: -17; PAFAH1B3 inh: -6; PAFAH1B2 inh: 3; GSTO1 counter: -14; PAFAH2 FP inh: -11
`COc1cc(/C=N/NC(=O)COc2cc(C)cc(C)c2)ccc1OS(=O)(=O)c1ccc(C)cc1` is entered as PME-1 primary: -45; Fam108B counter: -37; PAD4 FP inh: -4; pPAFAH FP inh: -20; LYPLA1 inh: -28; PAFAH1B3 inh: -36; PAFAH1B2 inh: -19; GSTO1 counter: -1; PAFAH2 FP inh: -43

(cont.)
SMILES	PME-1 primary	Fam108B counter	PAD4 FP inh	pPAFAH FP inh	LYPLA1 inh	PAFAH1B3 inh	PAFAH1B2 inh	GSTO1 counter	PAFAH2 FP inh
CN1CCN(C(c2cccs2)c2nnnn2Cc2ccc(F)cc2)CC1 (centres undefined)	2	3	5	3	-2	0	3	-1	-4
CCc1nnc(NC(=O)CCC(=O)NC2CCCCC2)s1	1	-5	3	2	-1	-2	4	-5	2
Cc1ccc(NC(=O)CN(C)S(=O)(=O)c2ccc(Br)s2)cc1F	5	0	2	1	-2	-2	6	-11	-10
CCOC(=O)C1CSC2(CCC(c3ccccc3)CC2)N1 (centres undefined)	-1	3	-1	2	-1	-2	-2	4	9
CCOC(=O)C1CCN(C(=O)CCc2ccccc2)CC1	0	2	0	5	1	3	0	3	-1
Cc1ccc2[nH]c(=O)c(CN(Cc3ccco3)S(=O)(=O)c3c(C)ccc4nsnc34)cc2c1	2	0	-4	-2	0	5	1	4	3
Cc1ccc(C2=NNC(c3ccc(Cl)cc3)=Nc3ccccc32)o1	-12	-3	-2	2	-3	8	0	0	3
CC(=O)Nc1ccc2c(CSc3nnc(N)s3)cc(=O)oc2c1	-1	-7	-6	-1	0	-9	1	-10	-4
O=S(=O)(c1ccccc1)[C@@]1(c2ccccc2)C[C@@H]2ON=C(c3cccc(Br)c3)[C@@H]2C1	-2	-2	-1	0	-3	3	4	5	-3

Among those listed so far, twelve have a Cl atom.
SMILES	PME-1 primary	Fam108B counter	PAD4 FP inh	pPAFAH FP inh	LYPLA1 inh	PAFAH1B3 inh	PAFAH1B2 inh	GSTO1 counter	PAFAH2 FP inh
COc1ccc(C2CC(c3ccccc3Cl)Nc3ncnn32)cc1OC (centres undefined)	-1	5	-1	6	0	7	-1	1	0
COc1ccc(C(=O)COC(=O)c2c(C)noc2C)cc1Cl	x	x	-7	0	x	2	5	x	2
Cc1ccc(S(=O)(=O)N2CCN(C(=O)COC(=O)c3ccccc3Cl)CC2)c(C)c1	12	x	5	-1	-2	3	-3	x	11
CC1Sc2ccc(S(=O)(=O)N3CCC(C(=O)Nc4cccc(Cl)c4)CC3)cc2NC1=O (centres undefined)	-8	-4	-12	-1	-17	-6	3	-14	-11
Cn1nnnc1SCCNCc1ccc(Cl)cc1	4	-1	0	-2	-1	-1	3	7	2
NC(=O)C[C@H](NC(=O)c1ccc(Cl)cc1)C(=O)OCc1ccccc1	x	x	4	2	x	6	3	x	-4
Cc1onc(-c2c(F)cccc2Cl)c1C(=O)N(C)CC(=O)Nc1cccc(F)c1	0	-5	0	3	-5	2	4	7	-9
O=C(CNC(=O)N1CC(=O)Nc2ccccc21)NCc1ccc(Cl)cc1	16	-1	-1	2	0	5	7	2	3
O=C(COC(=O)C12CC3CC(CC(C3)C1)C2)Nc1ccc([N+](=O)[O-])cc1Cl	1	0	0	2	-2	4	5	3	5
CC1(C)CC(=O)C(=Cc2cn(CCC#N)nc2-c2ccc(Cl)cc2)C(=O)C1	-3	2	-1	2	-2	-2	3	1	10
NC(=O)C1CCN(CCC(=O)Nc2cccc(Cl)c2)CC1	-2	-1	-2	8	-1	2	4	4	-2
Cc1ccc(C2=NNC(c3ccc(Cl)cc3)=Nc3ccccc32)o1	-12	-3	-2	2	-3	8	0	0	3
